Bioassay records as filed in PubChem.
inhibitors of VEEV: inhibitors of VEEV TC-83 cytopathic effect, confirmation, Vero cells (AID 588727). one-dose inhibition, % at 20 µM; IC50 in µM for titrated hits. 0.13% of 350,000 active. Vero cells, VEEV TC-83 cytopathic effect inhibition; higher % means a stronger effect; in the data active = a potency from the dose series; inconclusive = inhibition mostly from about 14% at the one dose, without a potency; inactive = the rest, 99 in 100 with inhibition below about 12%; note: strong numbers were not always called active
H1N1 NS1A inhibition: NS1A inhibition, H1N1 influenza, cell based functional assay (AID 504329); NS1A functional cell-based assay, percent inhibition; higher % means a stronger effect; 0.3% of 340,000 active; inhibition, % at 12.5 µM, or IC50 in µM where a hit was titrated; in the data active = a potency from the dose series; inconclusive = inhibition above about 27% without an active follow-up result; note: strong numbers were not always called active
H37Rv inhibition: M. tuberculosis growth inhibition, HTS (AID 449762). M. tuberculosis H37Rv growth inhibition, 7H9 media; higher % means a stronger effect. inhibition, % at 25 µM, or IC50 in µM where a hit was titrated. 0.59% of 330,000 active; in the data active = a potency from the dose series; inconclusive = inhibition above about 70% without an active follow-up result;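 note: bacterial growth assessed after seven days of incubation; strong numbers were not always called active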
tuberculosis growth: growth inhibition of non-replicating M. tuberculosis (AID 488890); Mycobacterium tuberculosis non-replicating, growth inhibition; higher % means a stronger effect; inhibition, % at 25 µM, or IC50 in µM where a hit was titrated; 0.39% of 320,000 active; in the data active = a potency from the dose series; inconclusive = inhibition mostly from about 82% at the one dose, without a potency; inactive = the rest, 99 in 100 with inhibition below about 76%;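 note: plate controls were DMSO cells for no effect and high antibiotic wells for full effect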
PhoP GFP inhibition: Inhibition of PhoP regulon, Salmonella typhi GFP reporter cells, confirmation, 4 h (AID 1850); Salmonella Typhi PhoP-promoter GFP reporter, fluorescence, 4 h; higher % means a stronger effect; one-dose inhibition, % at 50 µM; IC50 in µM for titrated hits; 0.33% of 310,000 active; in the data active = a potency from the dose series; inconclusive = inhibition mostly from about 25% at the one dose, without a potency; inactive = the rest, 99 in 100 with inhibition below about 19%;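 note: 0% = induced wells with vehicle and 100% = uninduced wells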
Active calls of the source: *.

O=C(NCc1ccccc1)N[C@@H](Cc1c[nH]c2ccccc12)C(=O)O was read as inhibitors of VEEV 6.3%, H1N1 NS1A inhibition -3%, H37Rv inhibition 0%, tuberculosis growth 1% and PhoP GFP inhibition 23%.
For C/C(=N\NC(=O)c1nn(C)cc1Br)c1ccc(NC(=O)c2ccncc2)cc1 the results were inhibitors of VEEV 1.7%, H1N1 NS1A inhibition 3%, H37Rv inhibition -7%, tuberculosis growth -7% and PhoP GFP inhibition 5%.
For CCOC(=O)[C@H]1[C@H]2COc3ccc(OC)cc3[C@@H]2N2C(=O)CN(Cc3ccccc3)C(=O)[C@@]12C the results were inhibitors of VEEV inactive, H1N1 NS1A inhibition 6%, H37Rv inhibition -2% and tuberculosis growth 5%.
Screening Cc1cccc(N(C)C(=O)c2cc(S(=O)(=O)N3CCCCC3)c[nH]2)c1 returned inhibitors of VEEV 5.8%, H1N1 NS1A inhibition 2%, H37Rv inhibition -6%, tuberculosis growth 13% and PhoP GFP inhibition 5%.
For COc1ccccc1CN1CCN(C(=O)COc2cccc(C)c2)CC1 the results were inhibitors of VEEV 1.4%, H1N1 NS1A inhibition -4%, H37Rv inhibition -6%, tuberculosis growth -6% and PhoP GFP inhibition 5%.
For CCCCOc1nc(N2CCOCC2)nc(C)c1[N+](=O)[O-] the results were inhibitors of VEEV inactive, H1N1 NS1A inhibition 12%, H37Rv inhibition 4%, tuberculosis growth -1% and PhoP GFP inhibition 6%.
`CCN1C(=O)N[C@@H](c2ccccc2)[C@@H](C(=O)OC)[C@H]1C` gave inhibitors of VEEV inactive, H1N1 NS1A inhibition -7%, H37Rv inhibition -2%, tuberculosis growth 7% and PhoP GFP inhibition 0%.
Screening C[C@@H](C(=O)Nc1ccc2ccccc2c1)[C@H]1C[C@]1(C)[C@H](NS(=O)(=O)c1ccc(-c2ccccc2)cc1)c1ccccc1 returned H37Rv inhibition -1%, tuberculosis growth 20% and PhoP GFP inhibition 10%.
Screening O=C1CC[C@@H](C(=O)O)N1 returned inhibitors of VEEV 2.1%, H1N1 NS1A inhibition -4%, H37Rv inhibition -7%, tuberculosis growth -4% and PhoP GFP inhibition -11%.
Screening O=C(O)/C=C/C(=O)NCCC(c1ccccc1)c1ccccc1 returned inhibitors of VEEV inactive, H1N1 NS1A inhibition -5%, H37Rv inhibition 0%, tuberculosis growth 39% and PhoP GFP inhibition 2%.
`CC(C)(C)OC(=O)N/N=C/c1ccc(N2CCOCC2)s1` gave inhibitors of VEEV 0.7%, H1N1 NS1A inhibition -1%, H37Rv inhibition -15%, tuberculosis growth -22% and PhoP GFP inhibition 11%.
`CC(Oc1cc2oc(=O)cc(-c3ccccc3)c2cc1Cl)C(=O)NCC1CCC(C(=O)O)CC1` (stereo unspecified) gave inhibitors of VEEV 0.2%, H1N1 NS1A inhibition 8%, H37Rv inhibition -5%, tuberculosis growth 3% and PhoP GFP inhibition 6%.
`COc1ccccc1CNCCS(=O)(=O)NCc1ccccc1OC` gave inhibitors of VEEV inactive and H1N1 NS1A inhibition -19%.
Screening CC(OC(=O)c1ccc(-n2cnnn2)cc1)C(=O)N(C)c1ccccc1 (stereo unspecified) returned inhibitors of VEEV 3.1% and H1N1 NS1A inhibition -4%.
Screening CC(OC(=O)C1CCN(S(=O)(=O)c2ccc3c(c2)OCCO3)CC1)C(=O)N(C)c1ccccc1 (stereo unspecified) returned inhibitors of VEEV inactive, H1N1 NS1A inhibition -4%, H37Rv inhibition -2% and tuberculosis growth 21%.
`O=C(CSc1nnc(-c2cccs2)n1-c1ccccc1)NCc1ccco1` gave inhibitors of VEEV 0.2%, H1N1 NS1A inhibition 8%, H37Rv inhibition -4%, tuberculosis growth -1% and PhoP GFP inhibition 4%.
For O=C(/C=C/c1ccc(F)cc1)NC(=S)NNC(=O)c1cccnc1 the results were inhibitors of VEEV 1.2%, H1N1 NS1A inhibition -3%, H37Rv inhibition -27%, tuberculosis growth -14% and PhoP GFP inhibition 7%.
`CCC(=O)c1ccccc1OCCCN1C(=O)NC(C)(C)C1=O` gave inhibitors of VEEV 1.5%, H1N1 NS1A inhibition -22%, H37Rv inhibition -2%, tuberculosis growth 0% and PhoP GFP inhibition 0%.
CN(CC1COc2ccccc2O1)C(=O)CSc1nncs1 (stereo unspecified) was read as inhibitors of VEEV 1.4%, H1N1 NS1A inhibition -7%, H37Rv inhibition -5% and tuberculosis growth 12%.
Screening Cc1ccccc1CN1CCN(CC(=O)NCc2ccco2)C1=O returned inhibitors of VEEV 0.7%, H1N1 NS1A inhibition -5%, H37Rv inhibition -4%, tuberculosis growth 6% and PhoP GFP inhibition -4%.
`CC1=C(C(=O)Nc2ccc(C(=O)NCCCN3CCCCC3)cc2)SCCO1` gave inhibitors of VEEV 0.4%, H1N1 NS1A inhibition -1%, H37Rv inhibition 8%, tuberculosis growth 8% and PhoP GFP inhibition -3%.
Cc1ccc2c(CC(=O)NCCc3ccc(S(N)(=O)=O)cc3)coc2c1 was read as inhibitors of VEEV 1.1%, H1N1 NS1A inhibition -2%, H37Rv inhibition 1%, tuberculosis growth 10% and PhoP GFP inhibition 4%.
Screening O=C(Cn1c(=O)[nH]c2ccccc2c1=O)Nc1cccnc1 returned inhibitors of VEEV 0.9%, H1N1 NS1A inhibition -1%, H37Rv inhibition -5%, tuberculosis growth 1% and PhoP GFP inhibition -4%.
For Cc1c([N+](=O)[O-])c(C(=O)NC2CCCC2)nn1C the results were inhibitors of VEEV 1.7% and H1N1 NS1A inhibition -5%.
Screening CC(=O)N1CCC(=NNC(=O)c2cc3ccccc3cc2O)CC1 returned inhibitors of VEEV 1.9%, H1N1 NS1A inhibition -19%, H37Rv inhibition 11% and PhoP GFP inhibition 12%.
`O=C(Nc1nccs1)C12CC3CC(C1)CC(C(=O)Nc1nccs1)(C3)C2` gave inhibitors of VEEV 11%, H1N1 NS1A inhibition 2%, H37Rv inhibition -7%, tuberculosis growth 10% and PhoP GFP inhibition 0%.
CCCCOC(=O)c1ccc(NC(=O)C(CCS(C)(=O)=O)NC(C)=O)cc1 (stereo unspecified) was read as inhibitors of VEEV 1.0%, H1N1 NS1A inhibition -3%, H37Rv inhibition 1%, tuberculosis growth 23% and PhoP GFP inhibition -2%.
O=C(NN1CCOCC1)c1ccccc1 was read as inhibitors of VEEV 0.2%, H1N1 NS1A inhibition 7%, H37Rv inhibition -3%, tuberculosis growth -3% and PhoP GFP inhibition -1%.
`O=C(Nc1nc(-c2ccc(F)c(F)c2)cs1)Nc1ccc(F)cc1F` gave inhibitors of VEEV inactive, H1N1 NS1A inhibition 5%, H37Rv inhibition 9%, tuberculosis growth 4% and PhoP GFP inhibition -7%.
Screening Cc1ccc2c(c1)C1CN(C)CCC1N2C(=S)Nc1ccc(Cl)cc1Cl (stereo unspecified) returned inhibitors of VEEV inactive, H1N1 NS1A inhibition -1%, H37Rv inhibition -3%, tuberculosis growth 59% and PhoP GFP inhibition 1%.
Screening COc1cc(Cl)ccc1OCc1cc(C(=O)N2CCC(N(C)C)C2)no1 (stereo unspecified) returned inhibitors of VEEV 2.6%, H1N1 NS1A inhibition 10%, H37Rv inhibition 12%, tuberculosis growth 35% and PhoP GFP inhibition 3%.
For CCc1nc(SCC(=O)Nc2ccccc2Cl)n[nH]1 the results were inhibitors of VEEV inactive, H1N1 NS1A inhibition 3%, H37Rv inhibition 4%, tuberculosis growth 6% and PhoP GFP inhibition -7%.
Cc1cc(C)cc(NC(=S)NCC2CCN(C(C)c3ccccc3)C2)c1 (stereo unspecified) was read as inhibitors of VEEV inactive, H1N1 NS1A inhibition 0%, H37Rv inhibition 7%, tuberculosis growth 77% and PhoP GFP inhibition 0%.
Screening Cc1ccc(C(C)NC(=O)c2ccc3c(c2)OCCO3)cc1C (stereo unspecified) returned inhibitors of VEEV 0.1%, H1N1 NS1A inhibition -1%, H37Rv inhibition -7%, tuberculosis growth 40% and PhoP GFP inhibition -6%.
For COc1ccc(OCC(=O)NCc2nc(-c3ccccc3)no2)cc1 the results were inhibitors of VEEV 0.2% and H1N1 NS1A inhibition -8%.
For Cn1c(SCC(=O)Nc2ccc(Cl)cc2)nnc1C1CC1 the results were inhibitors of VEEV 0.6%, H1N1 NS1A inhibition -2%, H37Rv inhibition -6%, tuberculosis growth -2% and PhoP GFP inhibition 13%.
Screening COc1ccccc1NC(=O)CN1C(=O)NC2(CCCc3ccccc32)C1=O (stereo unspecified) returned inhibitors of VEEV 0.5%, H1N1 NS1A inhibition 10%, H37Rv inhibition 2% and tuberculosis growth -6%.
For CN1CCN(CCC(=O)N2c3ccccc3Sc3ccc(Cl)cc32)CC1 the results were inhibitors of VEEV inactive, H1N1 NS1A inhibition -2%, H37Rv inhibition 2%, tuberculosis growth 50% and PhoP GFP inhibition -1%.
Screening CCOC(=O)c1c(C)[nH]c(C)c1S(=O)(=O)N(C)CC(=O)NCc1cccc(C)c1 returned inhibitors of VEEV 2.7%, H1N1 NS1A inhibition 2%, H37Rv inhibition 1%, tuberculosis growth 18% and PhoP GFP inhibition 12%.
CCOC(=O)C1=C(C)Nc2ccccc2N=C1N was read as inhibitors of VEEV 1.0%, H1N1 NS1A inhibition 2%, H37Rv inhibition -1%, tuberculosis growth -10% and PhoP GFP inhibition 7%.
`Cc1no[n+]([O-])c1COc1cccc(/C=C2\N=C(c3ccccc3)OC2=O)c1` gave inhibitors of VEEV 1.5%, H1N1 NS1A inhibition -1%, H37Rv inhibition inconclusive, tuberculosis growth inconclusive and PhoP GFP inhibition -12%.
For CC(C)n1c(=S)[nH]c2ccccc2c1=O the results were inhibitors of VEEV inactive, H1N1 NS1A inhibition -2%, H37Rv inhibition 5%, tuberculosis growth inactive and PhoP GFP inhibition 1%.
For CCc1ccc(NC(=O)/C(C#N)=C\c2ccc(OC)c(C(=O)O)c2)cc1 the results were inhibitors of VEEV 1.9%, H1N1 NS1A inhibition -7%, H37Rv inhibition 15%, tuberculosis growth -1% and PhoP GFP inhibition -10%.
`O=S(=O)(NCC1CCCO1)c1ccc(-c2ccc(Cl)cc2)cc1` (stereo unspecified) gave inhibitors of VEEV 1.0%, H1N1 NS1A inhibition -4%, H37Rv inhibition 5%, tuberculosis growth 22% and PhoP GFP inhibition -3%.
O=C(Nc1ccc2oc(-c3cccnc3)nc2c1)c1ccc2c(c1)OCCO2 was read as inhibitors of VEEV 1.3%, H1N1 NS1A inhibition 14%, H37Rv inhibition 3%, tuberculosis growth 67% and PhoP GFP inhibition -7%.
Screening Clc1ccc(CN2CCCCCCC2)cc1Cl returned inhibitors of VEEV 1.1%, H1N1 NS1A inhibition -1%, H37Rv inhibition -1%, tuberculosis growth -6% and PhoP GFP inhibition -1%.
Cc1csc(NC(=O)c2cccc(Cn3nc(C)c(Br)c3C)c2)n1 was read as inhibitors of VEEV 11%, H1N1 NS1A inhibition -4%, H37Rv inhibition 57%, tuberculosis growth 15% and PhoP GFP inhibition 0%.
`O=C1c2ccccc2C(=O)N1CN(C(=O)c1ccccc1[N+](=O)[O-])c1ccc(F)cc1` gave inhibitors of VEEV 0.5%, H1N1 NS1A inhibition 13%, H37Rv inhibition -6%, tuberculosis growth -3% and PhoP GFP inhibition 0%.
COc1ccc(NC(=S)N(CCN(C)C)C(C)c2ccco2)cc1 (stereo unspecified) was read as inhibitors of VEEV 1.5%, H1N1 NS1A inhibition -4%, H37Rv inhibition -21%, tuberculosis growth -2% and PhoP GFP inhibition -5%.
Screening Cc1ccc(C(=O)N2CCN(C3CCCCC3)CC2)s1 returned inhibitors of VEEV 3.8%, H1N1 NS1A inhibition 10%, H37Rv inhibition 3%, tuberculosis growth 50% and PhoP GFP inhibition 1%.
Screening CN1C(=O)c2ccccc2C(C(=O)O)C1c1cccc(Cl)c1 (stereo unspecified) returned inhibitors of VEEV 0.6%, H1N1 NS1A inhibition -2%, H37Rv inhibition -1%, tuberculosis growth -2% and PhoP GFP inhibition -2%.
For Cc1ccc(N=c2c([N+](=O)[O-])nn(-c3ccc4c(c3)OCCO4)n2O)c(Cl)c1 the results were H37Rv inhibition 6%, tuberculosis growth 18% and PhoP GFP inhibition -6%.
